Screening data as filed in PubChem BioAssay.
Arrestin-AP2 inh: blocks beta-arrestin peptide binding to AP2 adaptin | FITC-arrestin peptide / GST-AP2 beads, flow cytometry; AP2 beta2 appendage carries R879A mutation | inhibition, % at 10 µM | 340,000 compounds, 0.31% hits | AID 504490;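 active = inhibition above a set limit, near 3 SD of compounds lacking own fluorescence, cut at about 54% in these data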;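 also: plate controls were DMSO wells for no effect and 5 µM unlabelled arrestin peptide for full effect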
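test system = AP2 appendage R879A on GSH beads | buffer or medium = PBS plus Tween 20 (0.05%) and BSA (0.1%) | incubation = 12 min plus 1 h, RT | detection = bead flow cytometry, FITC channel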
LANA DNA inh: KSHV C-LANA DNA binding inhibition | MBP-C-LANA/FAM-LBS DNA binding, fluorescence polarization | inhibition, % at 9 µM | 340,000 compounds, 0.078% hits;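 active = highest replicate inhibition at or above 60% at 9 µM, even if other replicates fall short; inactive = all replicates below 60% inhibition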;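 also: 0% = neutral control wells and 100% = 4 µM acridine orange control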
PvdQ acylase: blocks Pseudomonas aeruginosa PvdQ acylase activity; purified PvdQ acylase, fluorescence plate reader; inhibition, % at 10 µM; 340,000 compounds, 0.063% hits; in the data active = inhibition above about 30%, passing the limit was not always enough;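 also: 0% = vehicle neutral wells and 100% = reference inhibitor wells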
SR-BI uptake up: enhances SR-BI lipid uptake from DiI-HDL; activation, % at 12.5 µM; AID 504775; 320,000 compounds, 0.096% hits; CHO ldlA[mSR-BI] cells, DiI-HDL uptake fluorescence, 3 h; 100 = double the neutral-control signal;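 active = mean replicate activation of at least 60% and every replicate at or above 60%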;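 also: 0% = median plate neutral-control signal and 100% = twice that signal; values of inactives mirror those of a sister screen read the other way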
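Material: SR-BI-overexpressing, LDLR-lacking CHO cells | Dosing: Single compound concentration, delivered by pin transfer | Probe or stimulus: Labelled HDL, 10 µg/mL | Signal: Bottom-read cell fluorescence after medium removal, ex 550/em 595 nm | Schedule: 3 h, 37 °C | Evaluation: HDL uptake via cellular fluorescence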
PKA-R2B act: activates the human PKA-R2B holoenzyme complex; P22694+P31323; PKA-R2B holoenzyme dissociation, Cy5-IP20 fluorescence polarization; R2B truncated from residue 108, S112A mutant; 0% DMSO only, 100% 113 µM cGMP; activation, % at 11.4 µM; 340,000 compounds, 0.079% hits; AID 504700;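 active = activation above a cutoff set at the mean over all compounds plus 3 SD, cut at about 18% in these data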;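 also: higher means more holoenzyme dissociation and a rise in polarization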
DAGLB inh: blocks human DAGLB lipase activity. inhibition, % at 5.17 µM. HEK293T DAGLB membrane lysate, EnzChek fluorogenic substrate. Q8NCG7. AID 504411. 340,000 compounds, 0.059% hits; in the data active = inhibition above about 34%;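 also: 0% = enzyme with vehicle and 100% = wells lacking enzyme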
RTF Ca sens inh: cardiac RTF calcium desensitization; P19429+P45379; IANBD-labeled cardiac RTF, Ca2+ fluorescence; inhibition, % at 7.15 µM; 340,000 compounds, 0.12% hits;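 active = inhibition above the mean inhibition of all tested compounds plus 3 SD, cut at about 17% in these data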;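 also: assay run at fixed EC70 calcium of 1.6 mM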
Keap1-Nrf2 PPI: Keap1-Nrf2 (human) interaction inhibition; Q14145; Keap1 Kelch-Nrf2 peptide fluorescence polarization, 1536-well; inhibition, % at 9.4 µM; 340,000 compounds, 0.15% hits; in the data active = inhibition above about 12%;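 also: human Keap1 Kelch domain with fluorescein labeled Nrf2 9mer peptide probe; 0% = neutral control wells and 100% = peptide positive control; higher means more block of Keap1 binding to Nrf2 peptide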
SR-BI DiI inh: mouse SR-BI HDL lipid transfer inhibition | ldlA[mSR-BI] CHO cells, DiI-HDL uptake fluorescence, 3 h | inhibition, % at 12.5 µM | Q61009 | 320,000 compounds, 0.96% hits;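 active = mean replicate inhibition of at least 70% and a set share of replicates each scoring 70 or more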;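 also: 0% = median of neutral control wells and 100% = median of positive control wells; values of inactives mirror those of a sister screen read the other way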
NSD2 HMT inh: inhibitors of human histone methyltransferase NSD2. O96028. NSD2 peptide methylation, AlphaScreen, 120 min. inhibition, % at 12.5 µM. 310,000 compounds, 0.54% hits. AID 743445; in the data active = inhibition above about 50%
Target sequence (O96028 whole entry, looked up): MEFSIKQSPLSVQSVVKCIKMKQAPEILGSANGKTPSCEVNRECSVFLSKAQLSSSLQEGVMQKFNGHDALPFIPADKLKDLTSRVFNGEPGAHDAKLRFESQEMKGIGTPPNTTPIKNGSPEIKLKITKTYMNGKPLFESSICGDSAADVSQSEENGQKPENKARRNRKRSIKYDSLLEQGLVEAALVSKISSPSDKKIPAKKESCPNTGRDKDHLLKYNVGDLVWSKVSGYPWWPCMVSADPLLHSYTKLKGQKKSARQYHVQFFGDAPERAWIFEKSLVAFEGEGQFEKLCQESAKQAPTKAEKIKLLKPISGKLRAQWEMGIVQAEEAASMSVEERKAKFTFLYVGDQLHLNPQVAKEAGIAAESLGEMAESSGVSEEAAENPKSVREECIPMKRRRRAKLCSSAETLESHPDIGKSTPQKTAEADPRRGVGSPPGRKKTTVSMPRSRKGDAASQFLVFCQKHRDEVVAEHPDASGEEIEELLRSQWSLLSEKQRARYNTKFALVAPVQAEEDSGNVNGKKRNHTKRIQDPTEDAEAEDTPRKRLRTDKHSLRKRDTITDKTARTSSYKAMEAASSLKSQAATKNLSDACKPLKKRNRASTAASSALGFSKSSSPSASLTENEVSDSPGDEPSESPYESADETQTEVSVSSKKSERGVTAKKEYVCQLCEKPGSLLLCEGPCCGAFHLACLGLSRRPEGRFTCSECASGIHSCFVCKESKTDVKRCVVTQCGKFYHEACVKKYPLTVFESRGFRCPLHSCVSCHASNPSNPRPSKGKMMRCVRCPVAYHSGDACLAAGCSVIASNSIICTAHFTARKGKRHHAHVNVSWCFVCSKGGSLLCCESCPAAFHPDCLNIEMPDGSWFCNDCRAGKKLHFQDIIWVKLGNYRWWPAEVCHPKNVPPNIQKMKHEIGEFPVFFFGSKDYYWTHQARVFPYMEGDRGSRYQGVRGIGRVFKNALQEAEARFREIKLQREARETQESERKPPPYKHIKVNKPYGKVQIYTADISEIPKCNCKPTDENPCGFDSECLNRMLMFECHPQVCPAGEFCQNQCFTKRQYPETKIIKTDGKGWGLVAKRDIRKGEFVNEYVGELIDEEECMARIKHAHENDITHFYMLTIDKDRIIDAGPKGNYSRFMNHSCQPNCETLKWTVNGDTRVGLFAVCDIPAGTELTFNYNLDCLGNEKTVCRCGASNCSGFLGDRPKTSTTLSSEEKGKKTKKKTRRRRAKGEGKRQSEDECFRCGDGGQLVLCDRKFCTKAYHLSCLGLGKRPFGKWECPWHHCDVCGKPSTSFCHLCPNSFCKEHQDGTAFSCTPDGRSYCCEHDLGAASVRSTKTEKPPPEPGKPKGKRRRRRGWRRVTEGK
Active calls of the source: *; . = not tested or not shown.

SMILES	Arrestin-AP2 inh	LANA DNA inh	PvdQ acylase	SR-BI uptake up	PKA-R2B act	DAGLB inh	RTF Ca sens inh	Keap1-Nrf2 PPI	SR-BI DiI inh	NSD2 HMT inh
CC(=O)c1cccc(NC(=O)CSCc2ccccc2)c1	38	-0.7	5	4	11	0	-5	1	-4	-2
Cc1ccc(CN2CC(C(=O)NCCC3=CCCCC3)CC2=O)cc1 (configuration not stated)	22	-0.4	2	16	-2	-2	-3	3	-16	30
COc1ccccc1/C=N/Nc1cc(C)nc(N2CCOCC2)n1	34	21	-7	-14	-3	-9	-4	-2	14	57*
Cc1cc(C)nc(N2CCC(CNC(=O)CCc3ccccc3)CC2)n1	8	-1.8	-9	-17	-4	3	4	0	17	4
CCN(Cc1ccncc1)C(=O)c1ccco1	-16	-0.3	-6	17	3	2	-13	6	-17	0
COc1ccc(S(=O)(=O)N(CC(=O)N2CCCCCC2)c2ccccc2OC)cc1	4	-0.7	-10	.	-10	0	0	0	.	1
O=C(Nc1nonc1NC(=O)c1cccs1)c1cccs1	-1	-1.8	-2	12	5	1	5	-3	-12	-1
O=C1NCCN(CC2CCN(CCc3ccc(Cl)c(Cl)c3)CC2)C1=O	10	0.0	2	8	1	-1	-3	-2	-8	.
NC(=S)NC1CCS(=O)(=O)C1 (configuration not stated)	27	0.5	-3	12	-9	-1	-10	0	-12	-3
CCOc1ccc(NC(=O)CN2C(=O)NC(CCc3ccccc3)C2=O)cc1OCC (configuration not stated)	3	-1.3	-8	-3	1	1	-2	-4	3	-1
CSc1nc(-c2ccccc2)[nH]c(=S)c1C(C)=O	1	0.1	-14	11	-8	3	-7	-2	-11	1
CC1(C)C2CCC1(CS(=O)(=O)NCc1ccc(C(F)(F)F)cc1)C(=O)C2 (configuration not stated)	5	-0.9	-14	-31	-1	-2	-2	6	31	1
Cc1[nH]nc(SCC(=O)NC2CCCC2)c1[N+](=O)[O-]	-5	-0.6	-3	.	-4	0	-7	2	.	0
Cc1cccc(N2CCN(c3ccc(NC(=O)/C=C(/C(=O)O)c4ccccc4)cc3)CC2)c1	4	2.3	-3	-14	-5	22	-6	2	14	3
CCOC(=O)C1CCN(S(=O)(=O)c2c(C(=O)N3CCCCC3)c(C)n(C)c2C)CC1	-18	0.5	-8	29	-5	-2	-4	-3	-29	2
Cc1ccc(/C=N/N2C(=O)c3ccccc3NC2c2ccc(C)cc2)cc1 (configuration not stated)	19	-0.3	2	9	-7	-4	-7	-4	-9	-3
COc1ccc2[nH]c(=O)c(CN(Cc3nnnn3CCc3ccccc3)CC3CCCO3)cc2c1 (configuration not stated)	9	59	5	1	-12	-1	1	7	-1	-3
COCc1cc(=O)[nH]c(N2CCN(c3ccccc3OC)CC2)n1	9	-1.7	-8	2	8	1	0	-2	-2	0
COc1ccc(/C=C/c2cc(C(F)(F)F)[nH]c(=O)n2)cc1OC	-15	44	-8	41	.	.	.	-1	-41	-1
CCC1CCCCN1C(=S)Nc1ccc(C(C)=O)cc1 (configuration not stated)	14	-0.2	-2	13	5	3	-3	-3	-13	0
CCN1C(Nc2ccccc2)=NC[C@@H]1Cc1ccccc1	-4	2.0	-13	2	4	0	7	-4	-2	.
Cc1cnc(NC(=O)CSc2ccccc2)s1	14	-0.7	-10	-12	-3	0	-13	1	12	2
COc1ccc(CNC(=O)Nc2ccc3c(c2)N(C)C(=O)CS3)cc1	-5	-1.3	-3	-1	-8	-2	-19	0	1	0
N#Cc1cc(-c2ccc(Cl)cc2)cn(Cc2c(Cl)cccc2Cl)c1=O	5	1.2	-7	-60	-2	-1	-9	-1	60	-1
CC1CCCCN1S(=O)(=O)c1ccc2c(c1)C(C)(C)C(=O)N2C (configuration not stated)	21	1.0	-2	21	-9	-1	-6	3	-21	.
COC(=O)c1sccc1NC(=O)CSCCc1ccncc1	15	0.3	-15	6	-7	-1	-8	-3	-6	-1
Cc1ccsc1CN1CC(=O)N(c2c(C)cccc2C)C1=S	-16	0.0	-20	7	-10	-4	-6	-2	-7	0
Cc1cc(C)n(S(=O)(=O)c2cccc([N+](=O)[O-])c2)n1	23	1.2	11	-3	-13	-3	-4	-2	3	-4
CC(NS(=O)(=O)c1ccc(OCC(=O)NCc2ccncc2)cc1)c1ccccc1 (configuration not stated)	-1	1.8	-15	.	0	2	-17	-4	.	-4
O=C(NC1CCCC1)C(c1ccc(F)cc1)N(C(=O)c1csnn1)C1CC1 (configuration not stated)	28	-0.9	4	6	8	0	-4	-4	-6	2
CC(=O)N=C1SC2CS(=O)(=O)CC2N1c1ccccc1Cl (configuration not stated)	-1	-0.3	-8	.	-7	-5	-7	-7	.	-1
CN(C)S(=O)(=O)c1cccc(C(=O)OCC(=O)c2c(N)n(C)c(=O)n(C)c2=O)c1	3	-1.7	3	-7	5	1	3	2	7	1
CN(C)CCNc1nc2sc3c(c2c(=O)n1-c1ccc(F)cc1)CCCCC3	0	-0.8	2	4	-4	0	0	-3	-4	8
COc1ccc(C=O)cc1COc1ccccc1F	5	-1.0	15	1	-8	-3	0	-1	-1	-2
C=CCN1C(=O)C2(C(C#N)=C(N)Oc3n[nH]c(CCC)c32)c2ccccc21 (configuration not stated)	24	0.4	5	15	1	2	0	-1	-15	-5
Cc1nnc(N2C(=O)C(O)=C(C(=O)c3ccco3)C2c2ccc(C(C)(C)C)cc2)s1 (configuration not stated)	-1	7.0	-8	-1	-7	7	-3	0	1	4
CN1CCN(/N=C2/C(=O)Nc3ccc([N+](=O)[O-])cc32)CC1	35	-2.3	-7	0	-4	5	0	1	0	10
c1ccc(COc2ccccc2CNCc2cccnc2)cc1	-16	0.9	-5	16	-2	2	-7	3	-16	.
CCCCc1ccc(NC(=O)CN2C(=O)NC(Cc3ccccc3)C2=O)cc1 (configuration not stated)	27	-0.7	-7	4	5	0	0	2	-4	2
CC1CCN(C(=O)c2[nH]cnc2C(=O)N2CCN(c3ccccc3)CC2)CC1	-7	1.4	-18	32	-9	-2	-6	-4	-32	.
COc1ccc2cc(C#N)c(SCC(=O)N3CCCC3)nc2c1	0	0.8	-10	-26	-15	-1	0	-6	26	.
CCN(CC(=O)Nc1cccc(C(C)=O)c1)S(=O)(=O)c1ccc(C)cc1	1	-0.2	-6	-16	4	0	-5	-7	16	0
COC(=O)CSc1[nH]c2ccc(F)cc2c1[N+](=O)[O-]	-3	0.0	-11	.	-13	-1	-7	-3	.	.
CCN(CC)S(=O)(=O)c1ccc(C(=O)NCc2ccc3c(c2)cc(C)n3C)cc1	8	2.9	-12	-40	1	1	-3	-3	40	.
CCCc1nc2ccc(NC(C)=O)cc2c(=O)n1Cc1ccccc1Cl	9	-2.4	3	-18	-15	2	-1	-4	18	0
COc1cc2[nH]c(C(=O)N3CCN(c4ccc(F)cc4)CC3)cc2c(OC)c1OC	0	3.5	-15	-36	7	-2	-8	-1	36	0
COc1ccc(Cl)cc1NC(=S)NC(=O)c1ccco1	-10	-0.7	-10	-39	-4	-6	1	-6	39	-2
CC(C)c1ccc(-n2ccnc2SCC(=O)O)cc1	-11	1.5	-12	18	-8	1	2	-4	-18	-2
COc1ccc(NC(=O)C2CC(=O)OC2c2ccccc2)cc1 (configuration not stated)	8	2.3	-10	16	3	-1	-11	-2	-16	1
C/C(=N/NC(=O)c1cccs1)c1ccc(NC(=O)COc2ccc(Cl)cc2)cc1	12	0.6	-7	-21	2	3	4	0	21	.

Five of the compounds above, bar-delimited.
canonical_smiles | Arrestin-AP2 inh | LANA DNA inh | PvdQ acylase | SR-BI uptake up | PKA-R2B act | DAGLB inh | RTF Ca sens inh | Keap1-Nrf2 PPI | SR-BI DiI inh | NSD2 HMT inh
COC(=O)CSc1[nH]c2ccc(F)cc2c1[N+](=O)[O-] | -3 | 0.0 | -11 | . | -13 | -1 | -7 | -3 | . | .
CCN(CC)S(=O)(=O)c1ccc(C(=O)NCc2ccc3c(c2)cc(C)n3C)cc1 | 8 | 2.9 | -12 | -40 | 1 | 1 | -3 | -3 | 40 | .
CCCc1nc2ccc(NC(C)=O)cc2c(=O)n1Cc1ccccc1Cl | 9 | -2.4 | 3 | -18 | -15 | 2 | -1 | -4 | 18 | 0
COc1cc2[nH]c(C(=O)N3CCN(c4ccc(F)cc4)CC3)cc2c(OC)c1OC | 0 | 3.5 | -15 | -36 | 7 | -2 | -8 | -1 | 36 | 0
COc1ccc(Cl)cc1NC(=S)NC(=O)c1ccco1 | -10 | -0.7 | -10 | -39 | -4 | -6 | 1 | -6 | 39 | -2

Further entries.
SMILES	Arrestin-AP2 inh	LANA DNA inh	PvdQ acylase	SR-BI uptake up	PKA-R2B act	DAGLB inh	RTF Ca sens inh	Keap1-Nrf2 PPI	SR-BI DiI inh	NSD2 HMT inh
Cn1cccc1C(C(=O)NC1CCCCC1)N(C(=O)Cc1cccs1)C1CC1 (configuration not stated)	17	0.5	6	6	-8	-1	-2	-3	-6	-2
Cc1ccc(NS(=O)(=O)c2ccc(CCC(=O)O)cc2)cc1	32	1.2	3	17	7	1	-2	1	-17	0
Cc1c(C)c2c(C)[nH]nc2oc1=O	-5	0.7	-12	34	0	0	5	-2	-34	35
O=C(O)c1ccccc1N=Nc1ccc(O)cc1	-1	5.8	6	0	3	0	18*	3	0	.
COc1ccc(NC(=O)CSc2nnc(CNC(=O)COc3ccc(Cl)cc3)o2)c(OC)c1	-5	-1.0	-11	-35	-2	0	6	-2	35	-6
O=C(Nc1ccc(Cl)cc1)c1nc[nH]c1C(=O)N1CCc2ccccc2C1	-2	0.1	-23	14	-1	-1	-3	-7	-14	.
COc1ccc(F)cc1C(=O)C1CCCN(C(=O)c2ocnc2C)C1 (configuration not stated)	-19	0.7	-12	19	-9	2	0	2	-19	0
CC1CCCC(C)N1C(=O)CSc1nnc(C2CCCCC2)o1 (configuration not stated)	-1	2.4	-6	5	-3	-2	-8	-3	-5	-1
O=C(CCc1ccccc1)N1CCCN(C(=O)CCc2ccccc2)CC1	8	2.9	-4	25	-8	-1	-10	3	-25	-1
CCc1nc(CN2CCN(c3ccc(C(F)(F)F)cn3)CC2)c(C)[nH]1	-4	-0.7	-5	4	0	-1	1	0	-4	-5
CN1/C(=C\C(=O)c2ccco2)C(C)(C)c2ccccc21	10	-3.6	-10	38	-13	-5	-34	-3	-38	-11
Cc1ccc(S(=O)(=O)N2CCC(C(=O)OCC(=O)N3CC(C)CC(C)C3)CC2)cc1C (configuration not stated)	-9	-0.6	-5	-7	-11	-1	10	0	7	0
Cc1cc(C(=O)Nc2ccc(S(=O)(=O)N3CCOCC3)cc2)ccc1[N+](=O)[O-]	-12	-1.0	-18	-26	2	-3	-5	-3	26	2
O=C1CCn2nc(-c3ccc(Cl)cc3)cc2N1	-6	1.1	-17	-2	5	-2	-1	-1	2	.

Rows were taken by chance (roughly 2.1% active in at least one column).
